LmPK inhibitor: blocks Leishmania mexicana pyruvate kinase activity; Q27686; purified LmPK, Kinase-Glo ATP luminescence, 1 h; Potency, µM (doses to about 57.5 µM), for the others: at the highest dose activity change, negative = inhibition, hits mostly inhibitors; hit rate 0.37% among 290,000
Target sequence (Q27686 whole entry, looked up): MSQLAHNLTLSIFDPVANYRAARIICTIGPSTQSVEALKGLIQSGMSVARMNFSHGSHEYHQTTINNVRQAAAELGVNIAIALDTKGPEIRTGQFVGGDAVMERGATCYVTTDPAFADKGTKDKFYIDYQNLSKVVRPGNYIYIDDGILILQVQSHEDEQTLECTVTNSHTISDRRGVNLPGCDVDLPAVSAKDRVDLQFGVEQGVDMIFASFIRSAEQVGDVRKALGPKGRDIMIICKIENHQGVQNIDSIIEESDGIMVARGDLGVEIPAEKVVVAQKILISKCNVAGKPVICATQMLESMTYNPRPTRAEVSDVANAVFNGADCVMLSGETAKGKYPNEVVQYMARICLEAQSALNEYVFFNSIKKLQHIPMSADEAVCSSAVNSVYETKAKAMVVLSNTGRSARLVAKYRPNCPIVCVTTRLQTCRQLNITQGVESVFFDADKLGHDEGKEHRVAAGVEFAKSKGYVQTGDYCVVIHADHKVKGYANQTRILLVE
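0.1 nM LmPK, 0.5 mM PEP, 0.1 mM ADP; 50 mM imidazole pH 7.2, 7 mM MgCl2, 50 mM KCl; 1 h RT. Kinase-Glo luminescence readout, normalized to no-enzyme (full inhibition) and uninhibited wells.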
Pf growth 48h: inhibits P. falciparum growth in the first generation, 48 h | P. falciparum luciferase growth in erythrocytes, 48 h | Potency, µM (doses to about 28.7 µM), inactives show top-dose activity change, negative = inhibition, most hits filed as inhibitors | hit rate 5.9% among 310,000
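Luminescence readout; reporter = integrated firefly luciferase in P. falciparum. RBC culture at 2% hematocrit, 0.1% parasitemia final, 37 C/5% CO2; decreased signal taken as growth inhibition.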
Pf growth 96h: P. falciparum growth inhibition at 96 hours | P. falciparum luciferase reporter growth, 96 h | Potency, µM (top dose mostly 28.7 µM), for inactives: at the top dose activity change, negative = inhibition, actives largely listed as inhibitors | hit rate 6.9% among 320,000 | AID 504834
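Compounds incubated with erythrocytes infected by luciferase-expressing P. falciparum (2% hematocrit, 0.05% parasitemia final) for 96 hours, 37 C in 5% CO2. Growth inhibition scored as decreased luciferase luminescence.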
HCV inhibitor: inhibitors of hepatitis C virus infection. Huh7.5.1 HCVcc-Cre infection, luciferase reporter, 44 h. Potency, µM (doses to about 41.8 µM), inactives show at the highest dose activity change, negative = inhibition, most hits filed as inhibitors. hit rate 3.4% among 340,000
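Seed cells (1,000/well) for 4 h; treat with compound and infect with HCVcc-Cre, moi about 0.5. Incubate 44 h, then detect luciferase activity.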
Sm TGR inh: blocks Schistosoma mansoni thioredoxin glutathione reductase. Q962Y6. purified TGR, DTNB reduction, TNB absorbance 405 nm. Potency, µM (titrated, usually from 114 µM), inactives show at the highest dose activity change, negative = inhibition, most hits filed as inhibitors. hit rate 3% among 360,000; also: nearly all actives have a fitted effect of over 60% in size
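TGR 20 nM + NADPH 100 uM (dispensed conc.), cpd preinc 15 min RT; start with NADPH (500 uM addition) then DTNB (15 mM addition). Kinetic TNB absorbance, 405 nm filter. Four-parameter Hill fit across titration.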
Tb PYK inh: blocks Trypanosoma brucei pyruvate kinase; Q57TT1; hit rate 0.12% among 410,000; TbPYK enzyme, Kinase-Glo Plus ATP luminescence, 45 min; Potency, µM (titrated, usually from 76.8 µM), inactives show at the top dose activity, negative = inhibition, hits mostly inhibitors; also: nearly all actives have a fitted effect of over 50% in size
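Screened from lowest to highest concentration, compounds were pinned into TbPYK/substrate mixtures, and ADP (130 uM final) was added. Plates sat at room temperature for 45 min prior to Kinase-Glo Plus detection by luminescence.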
Active calls of the source: *; ? = inconclusive; . = no result given; & = joins results of further samples; [ ] = another dose, or the depositor's remark. Calls follow the shape of the dose curve; as a rule, active = well fitted curve in the direction sought with a large enough effect; inconclusive = small, poorly fitted or top-dose-only effect, or another doubt; inactive = no such curve, though single readings can be large; an effect the other way counts as inactive or inconclusive. % is scaled to controls: 0 for no effect and ±100 for the full control effect; potency is read from the fitted curve at half-maximal effect.

item | canonical_smiles | LmPK inhibitor | Sm TGR inh | HCV inhibitor | Pf growth 48h | Tb PYK inh | Pf growth 96h
1 | Cc1cc(C)cc(N2C(=O)CC(N3CCOCC3)C2=O)c1 (stereo not given) | -1% | 50µM* | 9% | 17% | -1% | 35%[activator]
2 | Nc1nc(/C=C/c2ccc(F)cc2)nc(-c2ccccc2O)n1 | 1% | -6% | 7% | 36%[activator] | -16% | -2%
3 | COc1cccc(CNC(=O)C2CCCN(S(=O)(=O)c3cnc[nH]3)C2)c1 (stereo not given) | 4% | -9% | 17% | . | 2% | ?
4 | CCN(CCO)C(=O)C12CCC(C)(C(=O)C1)C2(C)C (stereo not given) | 4% | -6% | . | -4% | 5% | 149%[activator]
5 | CCC(=O)OCC(=O)Nc1ncc(C(F)(F)F)cc1Cl | 0% | 1% | -8% | 13% | -4% | 19%
6 | COc1ccccc1CCNC(=O)Cn1ccc2cc(S(=O)(=O)N3CCCC3)ccc21 | 8% | -13% | -29% | ? | 3% | ?
7 | Cc1nnc(NC(=O)C2CCCN2C(=O)Nc2ccccc2)s1 (stereo not given) | -1% | 0% | 7% | 20% | 4% | 3%
8 | O=C1CCCN1c1ccc(Br)cc1 | 7% | -15% | -16% | 27% | -7% | .
9 | C/C(=N/NC(=O)CNC(=O)CCc1ccccc1)c1ccc(Cl)c(Cl)c1 | -2% | -18% | -5% | 49%[activator] | -3% | 72%[activator]
10 | COc1cc([N+](=O)[O-])ccc1NC(=O)CN1CCc2cc(OC)c(OC)cc2C1 | 2% | -10% | -21% | ? | -9% | ?
11 | CC1CCC(=O)N(CCOc2ccccc2)CC1 (stereo not given) | 5% | 8% | 5% | 98%[activator] | -12% | -34%
12 | CC(OC(=O)c1ccc2c(=O)n3c(nc2c1)CCCCC3)C(=O)Nc1ccc(Cl)cn1 (stereo not given) | 3% | -3% | 0% | 23% | 1% | 20%
13 | COC(=O)Cn1c2ccccc2c2nc(=O)cc(C)n21 | -1% | 4% | 9% | 19% | 5% | ?
14 | CN(Cc1c(C(=O)N2CCCCCCC2)nc2ccc(Cl)cn12)C1CCOC1 (stereo not given) | -7% | ? | . | -9% | -4% | -1%
15 | CC(C)OC(=O)Nc1ccc2nc(-c3cscn3)[nH]c2c1 | . | . | . | -18% | -13% | -21%
16 | CSc1nc(N2CCN(Cc3ccc4c(c3)OCO4)CC2)c2ccccc2n1 | -6% | 0% | ? | ? | 3% | ?
17 | O=C(NNC(=O)C1CCCCC1)c1ccco1 | 9% | -1% | 27% | -2% | 0% | ?
18 | COc1ccc(CCN2C(=O)CC(NNC(=O)c3ccccc3Br)C2=O)cc1 (stereo not given) | -7% | -11% | 1% | 15% | -11% | 26%
19 | COC(=O)c1ccc(C2C(C(=O)c3cc4ccccc4o3)=C(O)C(=O)N2c2cc(C)on2)cc1 (stereo not given) | 4% | -34% | 20% | 9.3µM* | -4% | 7.4µM*
20 | O=C(COC(=O)CNC(=O)C1CCCCC1)Nc1ccc2ccccc2c1 | -1% | 2% | 13% | . | 3% | 32%[activator]
21 | COc1ccc(-c2cc(=O)oc3cc(OCC(=O)NCC4CCC(C(=O)O)CC4)ccc23)cc1 (stereo not given) | 8% | 6% | 21% | -16% | 1% | -94%
22 | Cc1cc2oc(=O)cc(Cn3nnc(-c4ccc(Cl)cc4)n3)c2cc1C(C)C | -2% | 0% | 2% | 12µM* | . | ?
23 | COc1ccc(CN(C)CC(=O)NC2CCCc3ccccc32)cc1OC (stereo not given) | 3% | -2% | -24% | -3% | -6% | -24%
24 | COc1ccc(C2=[N+](C)CCn3cccc32)c(OC)c1 | 0% | -1% | -6% | 2.1µM* | -19% | 1µM*
25 | Nc1cc(F)ccc1N1CCCCCC1 | -6% | -25% | ? | 1µM* | 2% | 144%[activator]
26 | CC1(C)CC(=O)C2=C(C1)NC(=O)NC2c1ccccc1 (stereo not given) | 1% | -7% | 16% | -8% | 4% | -8%
27 | CC(=O)N1CCN(C(=O)c2cc3c(s2)CCC(C)C3)CC1 (stereo not given) | . | 2% | 7% | 36%[activator] | -13% | 33%[activator]
28 | O=C(COC(=O)c1c2ccccc2cc2ccccc12)NCC(F)(F)F | 1% | -5% | 11µM* | -24% | -4% | -13%
29 | Cc1ccc(CN2CCc3[nH]c(=S)[nH]c(=O)c3C2)cc1 | -1% | -17% | 14% | -9% | -9% | -8%
30 | O=c1c2ccccc2n2cnnc2n1-c1ccccc1 | 8% | -1% | 6% | 68%[activator] | -7% | 0%

Five compounds out of the list, sorted by formula weight, largest number first.
item | canonical_smiles | LmPK inhibitor | Sm TGR inh | HCV inhibitor | Pf growth 48h | Tb PYK inh | Pf growth 96h
23 | COc1ccc(CN(C)CC(=O)NC2CCCc3ccccc32)cc1OC (stereo not given) | 3% | -2% | -24% | -3% | -6% | -24%
28 | O=C(COC(=O)c1c2ccccc2cc2ccccc12)NCC(F)(F)F | 1% | -5% | 11µM* | -24% | -4% | -13%
2 | Nc1nc(/C=C/c2ccc(F)cc2)nc(-c2ccccc2O)n1 | 1% | -6% | 7% | 36%[activator] | -16% | -2%
1 | Cc1cc(C)cc(N2C(=O)CC(N3CCOCC3)C2=O)c1 (stereo not given) | -1% | 50µM* | 9% | 17% | -1% | 35%[activator]
8 | O=C1CCCN1c1ccc(Br)cc1 | 7% | -15% | -16% | 27% | -7% | .

Profiles, quoted from the list. Screens in order: LmPK inhibitor	Sm TGR inh	HCV inhibitor	Pf growth 48h	Tb PYK inh	Pf growth 96h
COc1ccc(CN(C)CC(=O)NC2CCCc3ccccc32)cc1OC (stereo not given) reads 3%	-2%	-24%	-3%	-6%	-24%
O=C(COC(=O)c1c2ccccc2cc2ccccc12)NCC(F)(F)F reads 1%	-5%	11µM*	-24%	-4%	-13%

Following part.
item | canonical_smiles | LmPK inhibitor | Sm TGR inh | HCV inhibitor | Pf growth 48h | Tb PYK inh | Pf growth 96h
31 | CCOC(=O)NC(=O)CSc1ccc2ccccc2n1 | 0% | -4% | 17% | 28% | 0% | 6%
32 | O=C(CN(CC1CCCO1)C(=O)CNS(=O)(=O)c1ccc(F)cc1)NCC1CCCO1 (stereo not given) | -6% | 17% | 6% | 10% | -21% | ?
33 | O=C1c2ccccc2C2(c3cc(C(F)(F)F)cc(C(F)(F)F)c3)NCCN12 (stereo not given) | 10% | -10% | 0% | ? | -3% | ?
34 | O=C(Nc1ccc(O)cc1)c1ccccc1OCc1ccccc1 | 0% | 4% | 14µM* | ? | -11% | ?
35 | CCCc1nnc(SCC(=O)N2CCCC(C)C2)n1CC1CCCO1 (stereo not given) | -7% | 5% | 12% | -1% | 4% | 78%[activator]
36 | Cc1nc(SCC(=O)c2c[nH]c3ccccc23)n[nH]1 | 1% | 2% | 0% | 88%[activator] | -11% | 20%
37 | Cc1cc(Nc2ccc(F)cc2C)n2ncnc2n1 | -4% | -5% | 3% | 10% | 0% | 3%
38 | CC(C)(C)OC(=O)N1CCC[C@H]1c1nnc(SCC(=O)Nc2ccc(Br)cc2)o1 | 2% | 2% | 14% | -3% | -6% | 2%
39 | COc1cc(C(=O)NC2CCN(CC(=O)NC3CCCCC3C)CC2)cc(OC)c1OC (stereo not given) | 1% | -1% | 17% | -16% | -2% | ?
40 | NC1=NCc2ccccc21 | 1% | 19% | 4% | -1% | -2% | 4%
41 | COc1cccc(N(CC(=O)Nc2cccc(F)c2)S(C)(=O)=O)c1 | 3% | -37% | 14% | 4% | -22% | 11%
42 | Cc1cc(=O)n2nc(N3CCCC(C(=O)NCc4ccc(F)cc4)C3)sc2n1 (stereo not given) | 3% | 6% | 25% | -9% | 2% | ?
43 | CCOC(=O)c1c(OCCO)nn(-c2ccccc2)c1N | 0% | -1% | 3% | 20% | 1% | -1%
44 | COc1cc(OC)c(N(C)S(=O)(=O)c2cccc(C(=O)OCc3c(C)noc3C)c2)cc1Cl | 3% | -1% | ? | ? | 4% | ?
45 | Cc1cccc(C)c1OCC(=O)Nn1c(=O)[nH]c2ccccc2c1=O | 2% | 38%[activator] | 7% | 44%[activator] | 3% | 97%[activator]
46 | CCC(CC)C(=O)Nc1c(C(=O)N2CCN(c3ccccc3)CC2)oc2ccccc12 | -1% | 1%&2% | 3% | 10µM* | 8%&2% | -9%
47 | O=c1cc(-c2ccccc2)[nH]c2ccc(F)cc12 | 6% | -12% | -10% | 0.59µM* | -2% | 1.5µM*
48 | CCOC(=O)c1c(C2CC2)csc1NC(C)=O | 1% | 0% | ? | 19% | -2% | 5%
49 | c1ccc(-c2nccc(-c3ccc(-n4cnc5ccccc54)cc3)n2)nc1 | 3% | 4% | ? | ? | 3% | 4.1µM*
50 | S=C(NCC1CCCO1)N1CCN(Cc2ccccc2)CC1 (stereo not given) | -11% | 14% | 26% | 18% | -13% | ?
51 | O=C1C2CC=CCC2C(=O)N1Cc1nnc(-c2ccc(Cl)cc2)o1 (stereo not given) | 3% | 0% | 10% | 0% | 3% | 36%
52 | CCN(Cc1ccccc1)C(=O)CSc1nc(C)cc2c1C(=O)OC2 | 0% | 14% | -24% | -11% | 0% | 5%
53 | CCn1c(CC(=O)Nc2ccc(Cl)cc2)nnc1SCC(=O)N1CCOCC1 | -6% | 1% | 16% | 0% | -5% | 80%[activator]
54 | Cc1ccc(C)c(Nc2nn3c(=O)c4ccc(C(=O)NCc5cccnc5)cc4nc3s2)c1 | 9% | 7% | 6% | 5% | -2% | -4%
55 | Fc1ccc(-c2nnc3ccc(N4CCCC4)nn23)cc1 | 2% | -12% | -8% | -3% | 2% | -14%
56 | COc1cc(C(=O)NNC(=O)Cc2ccc(S(=O)(=O)N3CCOCC3)s2)cc(OC)c1OC | 2% | -4% | 31%[activator] | ? | 1% | -15%
57 | CCCCOc1ccc(C2CC(=O)NC2=O)cc1 (stereo not given) | -1% | 2% | 5% | 42%[activator] | 5% | .
58 | Cc1c(CC(=O)O)c(=O)oc2c(C)c(OCc3ccc(F)cc3F)ccc12 | -1% | 6% | 10% | 9%[0.00184 µM] | 10% | 26%
59 | COc1ccc(C(=O)NCc2ccc(C)cc2)cc1S(=O)(=O)N1CCCc2ccccc21 | -4% | -1% | ? | . | -5% | ?
60 | COc1ccc(C(=O)c2ccc(-c3ccc(OC)cc3)nc2)cc1 | -4% | 7% | 13% | 28% | 3% | 31%[activator]

More structures follow.
item | canonical_smiles | LmPK inhibitor | Sm TGR inh | HCV inhibitor | Pf growth 48h | Tb PYK inh | Pf growth 96h
61 | COc1cccc(S(=O)(=O)Nc2cccc(C(=O)N3CCCC3)c2)c1 | -9% | -26% | 3% | 2% | -18% | -10%
62 | CCSCc1nnc(SCC(=O)Nc2cccc(C(C)=O)c2)n1C | 3% | 1% | 5% | -7% | -1% | 20%
63 | O=C(N/N=C/c1cc(Br)ccc1O)c1cccc(N2CCCC2=O)c1 | 0% | -9% | ? | ? | -7% | ?
64 | C=CCn1c(CCNC(=O)c2ccco2)nc2ccccc21 | 1% | -6% | 4% | 35%[activator] | 4% | 30%[activator]
65 | CCn1nc(CC(=O)Nc2ccc(-n3cnnn3)c(C)c2)c2ccccc2c1=O | 0% | 0% | -15% | -17% | 4% | -106%
66 | COc1ccc(NC(=O)c2ccc(CN3CCN(c4ccccc4)CC3)cc2)cc1 | 2% | -2% | -16% | ? | -5% | ?
67 | Cc1cc(N/N=C/c2ccccc2F)c2ccccc2n1 | 2% | 4% | -12% | 12% | 1% | 3%
68 | Fc1cc(F)cc(NC(=S)N2CCC(c3ccccc3)C2)c1 (stereo not given) | -3% | 0% | 13% | 41%[activator] | 21% | 5%
69 | COc1cc(OC)c2c(c1)C(=O)OC2OC (stereo not given) | 0% | 1% | 2% | 11% | 31%[activator] | 10%
70 | COc1cc(C(=O)NNC(=O)c2ccc(NC(=O)C(C)(C)C)cc2)cc(OC)c1OC | -6% | -9%[57.1 µM] | -27% | 22% | 3% | 9%
